Growth percent in the NCI-60 one-dose screen (48 h, 10 µM unless noted): 100 = growth as untreated, 0 = no growth, -100 = all killed.
OVCAR-5 = OVCAR-5 ovarian cancer | 82,000 compounds, 2.9% hits | AID 1794783
CAKI-1 = CAKI-1 renal cancer | AID 1794772 | 75,000 compounds, 4.7% hits
TK-10 = TK-10 renal cancer cells; 81,000 compounds, 3.9% hits; AID 1794769
OVCAR-3 = OVCAR-3 ovarian cancer; 79,000 compounds, 7% hits; AID 1794787
RXF 393 = RXF 393 renal cancer cells | 77,000 compounds, 6.9% hits | AID 1794773
OVCAR-8 = OVCAR-8 ovarian cancer | 81,000 compounds, 4.4% hits | AID 1794782
ACHN = ACHN renal cancer; 81,000 compounds, 4.9% hits; AID 1794771
A498 = A498 renal cancer cells. 76,000 compounds, 5.4% hits
An asterisk follows results filed as active; . = not tested or not shown; & = joins results of further samples; ! = repeats disagree. The calls were made as follows: active = growth percent below 10; inactive = the rest. These rows are one share of the data; rates above refer to the full screens.

SMILES	OVCAR-5	CAKI-1	TK-10	OVCAR-3	RXF 393	OVCAR-8	ACHN	A498
COc1ccc(-c2cc(-c3cccnc3)nc(S(=O)(=O)CC(=O)Nc3ccc(C)cc3)c2C#N)cc1OC	120	91	.	95	90	92	98	57
N#Cc1ccc(NC(=O)COc2ccc(/C=C3\C(=O)Nc4cc(Cl)ccc43)cc2)cc1	76	33	135	.	16	88	31	.
O=c1ssc(Cl)c1-c1ccccc1	89	90	126	126	87	89	104	108
CCCC(CCC)Oc1ccc(CCCC2=C(O)c3ccccc3C(=O)C2=O)cc1	17	64	36	41	59	34	30	31
NC(N)=N/N=C/CN1C(=O)c2ccccc2C1=O	103	106	112	136	115	101	91	124
O=C(N=c1oc2ccccc2cc1-c1cc2ccccc2[nH]1)c1ccc(Cl)cc1	89	56	53	51	60	50	6.8*	70
Cc1ccc(/C=C2\C(=O)N(C)c3ccc(S(=O)(=O)Nc4ccc(C(C)(C)C)cc4)cc32)s1	69	55	70	11	42	29	60	76
COc1ccc(C(=O)CSc2nc3c(c(Nc4ccc(S(N)(=O)=O)cc4)n2)CCC3)cc1	99	84	130	.	95	101	99	.
CCCCN(CCCC)CC(O)CN(CCCC)CCCC	118	100	113	105	102	96	113	114
O=C(O)c1cc(S(=O)(=O)O)ccc1O	109	95	107	107	.	.	111	97
CC(=O)Nc1ccc2c(c1)Cc1cc(F)ccc1-2	106	.	104	99	117	97	104	73
CCS(=O)(=O)c1ccc2c(c1)N1C(=NS(=O)(=O)c3cnccc31)O2	101	78	127	103	127	103	114	110
O=C1/C(=C/c2ccncc2)CCCc2ccccc21	98	77	95	86	111	95	98	.
CC1c2ccccc2-c2ccccc2N1C (stereo not drawn)	101	96	94	104	116	106	103	.
CSC(SC)C(SC)SC	116	99	106	106	111	104	115	97
Cc1nc2ccc(Cl)cn2c1-c1nnc(SCc2ccc(Br)cc2)o1	98	71	115	105	75	102	84	76
CC(C)c1ccc(NC(=O)Nc2ccc(NC(=O)CCCC(=O)NO)cc2)cc1	98	102	107	112	105	104	106	119
CCOC(=O)c1c(C)[nH]c(C(C)=O)c1C	106	.	80	108	112	101	.	123
CC(Oc1ccc(C(=O)NS(=O)(=O)C(C)(C)C)cc1C(F)(F)F)c1ccc(Oc2ccccc2)cn1 (stereo not drawn)	101	41	80	8.1*	66	75	89	.
Clc1ccc(-c2nc(Br)cn3ccnc23)cc1	90	73	86	83	90	87	83	77
COc1cc(C2NC(c3cc(OC)c(OC)c(OC)c3)C(C#N)(C#N)C2(C#N)C#N)cc(OC)c1OC (stereo not drawn)	96	.	103	110	114	106	98	107
COc1cc2c3c(n(CCCN4CCCCC4)c(=O)c2cc1OC)-c1cc2c(cc1C3=O)OCO2	-96*	-83*	-87*	.	-74*	-64*	-97*	71
COC(=O)C12C3C(=O)N(c4ccc(Cl)cc4)C(=O)C3C(c3cn(-c4ccccc4)nc3C)N1[C@H](c1cn(-c3ccccc3)nc1C)[C@@H]1C(=O)N(c3ccc(Cl)cc3)C(=O)[C@@H]12 (stereo partly drawn)	94	92	93	98	96	96	99	71
CCc1nnc(/N=C2\NC(=O)/C(=C/c3cccnc3)S2)s1	108	86	138	102	110	102	96	85
COc1ccc(/C=N/NC(=O)c2[nH]c3ccc(Br)cc3c2-c2ccccc2)o1	40	26	95	17	51	-12*	28	.
CCCCCCCCCCCCCCCC[N+](C)(C)CCCNS(=O)(=O)c1ccc2ccccc2c1	102	99	110	124	.	100	109	97
CCCCC[C@H](O)c1ccccc1/C=C/[C@@H](O)[C@@H](O)CCCO	104	96	102	107	92	104	105	101
COc1cc(-c2nc(N3CCN(C)CC3)c3ccccc3n2)cc(OC)c1OC	89	50	94	3.2*	51	76	48	22
C[C@]12CC[C@H](O)C[C@@H]1CC[C@@H]1[C@@H]2CC[C@@]2(C)[C@H]1CC[C@@H]2[C@](C)(O)CCc1ccc(F)cc1	98	68	105	90	93	90	79	94
C#CCSCCO	97	98	102	107	105	98	97	83
Cn1cnc([N+](=O)[O-])c1Cl	115	106	99	132	139	107	109	104
Clc1ccc(/C=C/c2ccc3ccccc3n2)cc1	75&93&36	85&68&48	87&132&15	-20*!	8.8*!	109&86&29	83&93&56	114&135&61
COCC(C)OC(=O)c1ccccc1Cl (stereo not drawn)	111	104	110	109	126	102	109	94
Cc1ccc(C(=O)CSc2nc3[nH]c(=O)n(C)c(=O)c3[nH]2)cc1	99	87	106	104	.	107	104	94
COc1ccccc1N1CCN(C(=O)c2ccc3nc(NC(=O)c4ccc(NCCc5ccccc5)c([N+](=O)[O-])c4)sc3c2)CC1	94	73	110	70	.	82	91	80
C#CCC1(c2ccc(OC)cc2)NS(=O)(=O)c2ccccc21 (stereo not drawn)	91	87	99	109	117	109	98	116
CCC[C@@H]1C[C@@H](C(=O)N[C@@H](C2O[C@H](SC)[C@H](O)[C@@H](O)[C@H]2O)[C@H](C)Cl)N(C)C1 (stereo partly drawn)	103	92	.	.	102	108	98	116
S=C(NCc1ccccc1)c1ccccc1	93	93	104	112	109	101	103	70
Cn1/c(=N\N=C\c2ccccc2OCCO)sc2ccccc21	104	89	109	95	102	100	93	103
COc1ccc(-c2cc(C(=O)N3N=C(c4ccc(N)cc4)CC3c3ccc(Cl)cc3)c3cc(OC)ccc3n2)cc1 (stereo not drawn)	76	90	101	43	79	56	47	88
CC(=O)Nc1nc2c(s1)C1=CC[C@H]3[C@@H]4CC[C@H](C(C)=O)[C@@]4(C)CC[C@@H]3[C@@]1(C)CC2	81	80	124	75	-29*	79	78	74
ICC1CCCCC1	105	115	96	107	120	98	101	121
CSSSC	103	86	106	97	103	96	99	104
C=C(C)[C@@H]1CC[C@]2(CO)CC[C@]3(C)[C@H](CC[C@@H]4[C@@]5(C)CCCN(C(=O)OC(C)(C)C)C(C)(C)[C@@H]5CC[C@]43C)[C@@H]12	105	91	108	93	.	102	100	114
COc1cc2c(cc1OC)-c1ccc3cc4c(cc3c1N(CCCn1ccnc1)C2)OCO4	103	.	91	33	58	45	.	85
O=C(/C=C/c1ccc(N2CCOCC2)cc1)c1cc2ccccc2oc1=O	108	70	145	97	102	98	84	122
O=c1[nH]c2nnnn2c2sc3c(c12)CCCC3	97	.	146	94	113	102	93	106
O=C(NCCI)N(Cc1ccccc1)C(=O)SSCCc1ccccc1	106	103	95	104	108	105	100	108
Sc1ccc2ccccc2c1	106	110	110	118	123	109	107	108
OC(c1ccc(Cl)cc1)(c1ccc(Cl)cc1)C(F)(Cl)Cl	110	78	94	97	89	91	97	100
ClC/C=C/CSc1ncnc2c1ncn2C/C=C/CCl	121&109	68&93	106&106	103&118	99&108	87&97	84&106	62&105
Cn1ccc2cnc(Oc3ccccc3-c3ccccc3)nc21	103	80	103	106	108	96	102	122
COc1ccc(C(=O)/C=C/c2cc3ccccc3n3nnnc23)cc1	108	89	104	113	106	109	106	.
CC(C(=O)O)c1ccc2c(c1)Cc1ccccc1-2 (stereo not drawn)	88	101	98	112	.	108	110	107
CCOC(=O)CCOc1ccccc1	102	99	.	119	.	108	102	85
CCOC(=O)CCC(NC(=O)OCc1ccccc1)C(=O)NNC(=O)OC(C)(C)C (stereo not drawn)	104	96	96	108	125	100	104	119
COc1ccc(/C=C/c2c3c(nc4ccccc24)CC/C(=C\c2ccccc2)C3=O)cc1	103	75	115	80	85	78	87	90
O=C(COC(=O)c1ccc([N+](=O)[O-])o1)Nc1cccc(Cl)c1Cl	.	120	132	125	88	70	104	103
Cc1c(C(=O)NCc2nc3ccccc3[nH]2)[nH]c2ccc(Cl)cc2c1=O	105	91	93	113	108	96	104	104
COc1cccc(-c2nc3n(n2)CCc2ccccc2-3)c1	102	94	117	92	117	92	85	96
The list continues:
SMILES	OVCAR-5	CAKI-1	TK-10	OVCAR-3	RXF 393	OVCAR-8	ACHN	A498
Cc1ccc(C(=O)NC2c3ccccc3Oc3ccccc32)cc1	81	65	54	32	75	49	40	43
Cc1ccc(C(=O)NN2C(=O)CSC2c2ccc(F)cc2)cn1 (stereo not drawn)	100	83	125	117	109	.	100	193
CCCOC(=O)c1ccc(C(=O)OCCC)nc1	92	.	100	116	92	117	108	104
CCOC(=O)c1cn2c3c(cccc3c1=O)C(=O)/C(=C/c1cccc(Cl)c1Cl)C2	102	92	100	113	87	96	106	99
CN(Cc1cc(Br)cc(Br)c1N)C1CCCCC1	.	82	106	110	97	104	.	107
CC(=O)c1c(C)c(C)c(C)c(C(C)=O)c1C	99	97	95	108	122	107	105	90
COc1cc(OC)cc(C(=O)C[n+]2cccc3cc[nH]c32)c1	99	89	118	106	84	103	101	92
O=[N+]([O-])c1cc(Br)c(F)cc1F	98	93	102	112	99	115	108	97
O=[N+]([O-])c1cccc2c1CCC2	113	100	113	93	.	102	110	101
O/N=C/c1ccccc1O	98	110	98	106	.	.	100	114
CCC(=O)Oc1ccc(C(CN(C)C)OC(=O)C(c2ccccc2)c2ccccc2)cc1OC(=O)CC (stereo not drawn)	92	101	81	108	105	94	100	77
CC(=O)CC(C)C1CCC(C)CC1 (stereo not drawn)	92	102	106	97	102	104	99	86
COc1ccc2[nH]c3c(=O)sc(C(=O)O)cc3c2c1	109	95	103	108	102	107	103	.
CCC(=O)NCc1cc(-c2ccc(Cl)cc2)n(-c2ccccc2)c1C	85	75	104	93	82	86	85	69
c1ccc(Sc2ccccc2)cc1	104	.	101	106	114	102	108	98
Cc1sc2nc(Cc3nc4ccccc4s3)[nH]c(=O)c2c1C	86	101	.	104	115	110	87	100
Cc1ccc(C(C(N)=O)C(C(N)=O)c2ccccc2)cc1 (stereo not drawn)	114	101	101	114	104	103	115	116
COc1ccc(-c2nc(-c3cc(OC)c(OC)c(OC)c3)no2)cc1	94	94	91	101	95	99	96	.
O=C(NCCNC(=O)c1ccc(Cl)cc1Cl)c1ccc(Cl)cc1Cl	119	84	120	111	95	95	110	104
COc1cc2cc3c(nc2cc1OC)CCN3Cc1ccc(NC(=O)Nc2cc(Cl)cc(Cl)c2)cc1	96	83	116	98	75	91	75	63
Cc1cc(C)n(-c2ncc(C#N)c(N)n2)n1	112	.	93	103	99	93	103	92
COc1ccc(C(=O)/C=C/c2cc(-c3ccc4c(c3)OCO4)n[nH]2)c(F)c1	103	80	117	88	95	104	97	96
COc1cc(N=Nc2ccc(C)cc2S(N)(=O)=O)c(C)cc1N	103	93	92	100	95	97	85	104
CC(C)=CCc1c(O)c(CC=C(C)C)c2c(c1O)C(=O)C1=C[C@@H]3C[C@H]4C(C)(C)O[C@@](C/C=C(\C)C(=O)O)(C3=O)[C@@]14O2	8.4*	.	.	-55*	-82*	10	-0.9*	-32*
c1ccc(Sc2nnc(-c3ccccc3)o2)cc1	102	98	75	106	91	98	99	88
CC(C)(C)c1ccc(OC(=O)c2ccccc2O)cc1	98	95	86	109	119	101	103	104
Cc1ccsc1[C@@H]1C[C@@H]2Cc3cc(Br)c4ccccc4c3N1O2	97	89	97	99	115	97	107	103
O=C(CC(SCc1ccccc1)c1ccccc1)c1ccccc1 (stereo not drawn)	98	96	87	87	86	103	100	82
O=C1C(=O)c2ccccc2C(O)=C1CC=C(Br)Br	81	24	82	74	81	45	56	80
CSc1nc(-c2cnccn2)cc(-c2cccs2)c1C#N	92	88	134	93	89	92	79	81
Nc1nc(Cl)c2ncn(Cc3ccccc3Cn3cnc4c(Cl)nc(N)nc43)c2n1	88	87	95	63	.	97	104	76
COC(=O)CC1CSC(=S)N1c1cccc(F)c1 (stereo not drawn)	99	97	95	103	102	102	98	108
COc1cc(Cc2cc(-c3ccccc3)nn(C/C(=N/O)c3ccccc3)c2=O)cc(OC)c1OC	94	64	91	96	71	79	76	75
c1ccc(N=C(Nc2ccccc2)Nc2ccccc2)cc1	110	101	85	103	120	98	107	75
Cc1ccc(NC(=O)CSc2nc3ccccc3c(=O)n2CCc2ccc(S(N)(=O)=O)cc2)cc1	97	70	72	82	79	54	80	90
CCCC(OC(C)=O)c1ccc2c(c1)OCO2 (stereo not drawn)	106	101	106	105	104	99	111	97
O=C1NCCN1Cc1ccccc1	112	99	101	126	110	107	105	107
